TPT1 inh – Candida albicans TPT1 enzyme inhibitors, primary screen, biochemical, fluorescence polarization. AID 1962, 2009. tRNA 2'-phosphotransferase TPT1 (Candida albicans SC5314). inhibition, % at 5 µM. recombinant caTPT1, FP RNA substrate dephosphorylation. 300,000 compounds, 0.81% hits;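 active = inhibition above the mean of all tested compounds plus 3 SD, set per screening campaign, cut at about 24% in these data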;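 also: plate controls were DMSO alone for no effect and ferristatin control at 100 nM for full effect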
PP1 inh – PP1-alpha phosphatase inhibitors, primary screen, counter-screen for PP5 inhibitor project, biochemical, fluorescence, OMFP substrate, single point | purified PP1alpha | inhibition, % at 6.7 µM | 320,000 compounds, 0.9% hits;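 active = inhibition above the mean inhibition of all tested compounds plus 3 SD, computed separately for each screening campaign, cut at about 15% in these data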
PREPL inh – PREPL enzyme inhibitors, primary screen, biochemical, fluorescence polarization; Prolyl endopeptidase-like (Homo sapiens), Q4J6C6; recombinant PREPL, fluorescence polarization activity-based probe; inhibition, % at 5.96 µM; 320,000 compounds, 0.68% hits; in the data active = inhibition above about 43%;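 also: 0% = enzyme with DMSO and 100% = wells lacking enzyme; many of its hits are not listed in these tables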
LYPLA2 inh – LYPLA2 inhibitors, primary screen, counter-screen for PME1 inhibitor project, biochemical, fluorescence polarization, FP-Rh probe ABPP. recombinant LYPLA2. inhibition, % at 5.9 µM. 320,000 compounds, 0.38% hits. AID 2177, 2009;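 active = inhibition above the screen-wide mean plus 3 SD, limit set per campaign, cut at about 26% in these data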;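 also: 0% = LYPLA2 with DMSO and 100% = wells lacking LYPLA2 enzyme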
PP5 inh – PP5 phosphatase inhibitors, primary screen, biochemical, fluorescence; Serine/threonine-protein phosphatase 5 (Homo sapiens), P53041; inhibition, % at 6.7 µM; purified PP5c, OMFP substrate fluorescence; 320,000 compounds, 0.18% hits;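 active = inhibition above the campaign's mean inhibition across all tested compounds plus 3 SD, cut at about 9.5% in these data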;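 also: 0% = DMSO only and 100% = 100 µM cantharidin control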
Target sequence (P53041 whole entry, looked up): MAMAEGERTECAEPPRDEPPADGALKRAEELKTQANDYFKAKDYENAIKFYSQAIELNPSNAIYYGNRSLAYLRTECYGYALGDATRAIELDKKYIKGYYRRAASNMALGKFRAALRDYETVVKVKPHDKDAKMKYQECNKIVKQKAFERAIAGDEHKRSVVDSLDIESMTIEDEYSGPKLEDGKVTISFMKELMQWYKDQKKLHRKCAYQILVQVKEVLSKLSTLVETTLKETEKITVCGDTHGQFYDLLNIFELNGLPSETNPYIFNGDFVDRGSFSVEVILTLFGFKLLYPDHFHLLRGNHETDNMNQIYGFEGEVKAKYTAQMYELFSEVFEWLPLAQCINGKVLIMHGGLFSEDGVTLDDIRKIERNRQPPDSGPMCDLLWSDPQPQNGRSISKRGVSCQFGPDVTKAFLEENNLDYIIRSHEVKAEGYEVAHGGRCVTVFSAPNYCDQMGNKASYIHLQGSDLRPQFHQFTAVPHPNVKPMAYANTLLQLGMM
core dimer inh – inhibitors of HCV core protein dimerization, primary screen, biochemical, TR-FRET, high-throughput; TR-FRET GST/Flag-core106 dimerization, 1536-well; inhibition, % at 5 µM; 300,000 compounds, 0.33% hits;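 active = inhibition above the mean of all tested compounds plus 3 SD, set per screening campaign, cut at about 45% in these data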
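test system = GST/Flag-tagged HCV core106 proteins | probe or stimulus = Eu donor and XL665 acceptor anti-tag antibodies | times = compound-protein-antibody incubation 4 h at 22.5 °C | signal = TR-FRET, excitation 340 nm, emission 617 and 671 nm | measure = percent inhibition of core106 dimerization signal | controls = wells lacking GST-core106 and wells with excess unlabelled core106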
GASC-1 inh – inhibitors of GASC-1 histone demethylase, primary screen, biochemical, fluorescence, DELFIA europium. inhibition, % at 2.35 µM. AID 2099, 2009. GST-JMJD2C(1-420) H3K9me3 demethylation. 330,000 compounds, 0.069% hits. Lysine-specific demethylase 4C (Homo sapiens), Q9H3R0;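 active = more than half of a compound's replicate wells show inhibition beyond 50%, single wells judged on their own value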;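 also: signal counts dimethyl H3K9 product captured on neutravidin plate; 0% = median of DMSO wells and 100% = 0.3 times that DMSO median; strong numbers were not always called active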
Target sequence (Q9H3R0 1-420 limits assumed): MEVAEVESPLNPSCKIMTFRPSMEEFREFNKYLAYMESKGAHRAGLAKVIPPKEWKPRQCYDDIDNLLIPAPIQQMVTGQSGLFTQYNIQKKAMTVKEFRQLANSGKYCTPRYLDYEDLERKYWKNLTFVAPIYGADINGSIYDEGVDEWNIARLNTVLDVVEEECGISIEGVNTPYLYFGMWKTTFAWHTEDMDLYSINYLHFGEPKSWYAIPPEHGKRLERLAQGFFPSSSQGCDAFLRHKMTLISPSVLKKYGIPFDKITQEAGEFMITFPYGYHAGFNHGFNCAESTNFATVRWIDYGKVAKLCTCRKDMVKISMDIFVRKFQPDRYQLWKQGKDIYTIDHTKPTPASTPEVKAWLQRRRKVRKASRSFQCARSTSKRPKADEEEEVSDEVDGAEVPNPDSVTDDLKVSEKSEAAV
Fh CTSL1 inh – Fasciola hepatica cathepsin L1 inhibitors, primary screen, counter-screen for PFM18AAP inhibitor project, biochemical, QFRET, fluorogenic peptide substrate; AID 1906, 2009; 300,000 compounds, 0.49% hits; recombinant F. hepatica cathepsin L1, Z-Leu-Arg-MCA fluorescence; inhibition, % at 5.96 µM;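 active = inhibition above the mean of all tested compounds plus 3 SD, set per screening campaign, cut at about 17% in these data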;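 also: 0% = plate median of test compound wells and 100% = 1 µM Z-Phe-Ala-diazomethylketone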
Efflux pump mplx – inhibitors of Candida efflux pumps in yeast, primary screen, S. cerevisiae, Nile Red, multiplex; 330,000 compounds, 0.44% hits; inhibition, % at 10 µM; S. cerevisiae Candida pump triplex; AID 485275, 2010;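 active = plate passing quality check with inhibition over a set limit, or well fluorescence over plate mean plus 4 SD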;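 also: Nile Red retained in pooled yeast measured as flow cytometry median fluorescence; 0% = buffer negative control and 100% = Enniatin B positive control; higher means more Nile Red kept so more efflux inhibition; some compounds called inactive have numbers as strong as hits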
An asterisk follows results filed as active; . = no result given.

Preview (4 entries):
no.	SMILES	TPT1 inh	PP1 inh	PREPL inh	LYPLA2 inh	PP5 inh	core dimer inh	GASC-1 inh	Fh CTSL1 inh	Efflux pump mplx
1	N#C/C(=C\c1c(Oc2ccc(Cl)cc2)nc2ccccn2c1=O)C(=O)NC1CCS(=O)(=O)C1 (configuration not stated)	2	4	0	0	3.6	1	-3	3	0.0
2	Cc1ccc(OCCOc2cccc(/C=N/NC(N)=O)c2)cc1	-3	5	-3	-2	1.0	-10	-1	3	-0.4
3	COc1ccc(-n2cc(CNCCc3ncc(C)[nH]3)c(-c3ccccc3Cl)n2)cc1	-7	-1	2	3	0.0	-6	-3	6	0.3
4	CCC(C)c1ccccc1OCCOCCN1CCCC1 (configuration not stated)	-3	0	-16	-1	1.9	3	3	-4	-0.1

This part in full, from the first entry:
no.	SMILES	TPT1 inh	PP1 inh	PREPL inh	LYPLA2 inh	PP5 inh	core dimer inh	GASC-1 inh	Fh CTSL1 inh	Efflux pump mplx
1	N#C/C(=C\c1c(Oc2ccc(Cl)cc2)nc2ccccn2c1=O)C(=O)NC1CCS(=O)(=O)C1 (configuration not stated)	2	4	0	0	3.6	1	-3	3	0.0
2	Cc1ccc(OCCOc2cccc(/C=N/NC(N)=O)c2)cc1	-3	5	-3	-2	1.0	-10	-1	3	-0.4
3	COc1ccc(-n2cc(CNCCc3ncc(C)[nH]3)c(-c3ccccc3Cl)n2)cc1	-7	-1	2	3	0.0	-6	-3	6	0.3
4	CCC(C)c1ccccc1OCCOCCN1CCCC1 (configuration not stated)	-3	0	-16	-1	1.9	3	3	-4	-0.1
5	O=C(CNS(=O)(=O)c1ccc(F)cc1)Nc1ccccc1	-2	2	-5	-1	1.0	7	5	0	0.1
6	CCOC(=O)C1=C(C)NC(=S)NC1c1ccc(-c2cccc(Cl)c2C)o1 (configuration not stated)	-4	-1	-6	-5	-0.2	28	-1	15	0.0
7	CC1(C)C2CCC13CS(=O)(=O)N[C@@H]3C2 (some centres not stated)	-3	-3	1	6	0.5	-2	3	-1	-0.1
8	O=c1c(Cl)c(N2CCN(S(=O)(=O)c3ccc(F)cc3)CC2)cnn1-c1cccc(Cl)c1	4	7	-8	3	4.3	-48	-13	2	0.4
9	Cc1ccc(S(=O)(=O)N/N=C/c2cc([N+](=O)[O-])ccc2O)cc1[N+](=O)[O-]	6	-8	6	-6	0.1	-6	6	-1	0.0
10	Cc1ccc(/C=N/c2sc3c(c2C#N)CCC3)s1	-2	-4	9	2	1.6	13	10	4	0.1
11	CCOC(=O)C1=C(COC(=O)c2cccs2)NC(=O)NC1C (configuration not stated)	-1	4	-43	-4	-2.1	1	0	2	0.0
12	CCc1cc2c(N[C@@H](Cc3ccccc3)C(=O)O)ncnc2s1	0	-2	5	-3	2.6	9	-6	-5	-0.3

A different layout for 4 compounds above:
2. Cc1ccc(OCCOc2cccc(/C=N/NC(N)=O)c2)cc1
- TPT1 inh = -3
- PP1 inh = 5
- PREPL inh = -3
- LYPLA2 inh = -2
- PP5 inh = 1.0
- core dimer inh = -10
- GASC-1 inh = -1
- Fh CTSL1 inh = 3
- Efflux pump mplx = -0.4
3. COc1ccc(-n2cc(CNCCc3ncc(C)[nH]3)c(-c3ccccc3Cl)n2)cc1
- TPT1 inh = -7
- PP1 inh = -1
- PREPL inh = 2
- LYPLA2 inh = 3
- PP5 inh = 0.0
- core dimer inh = -6
- GASC-1 inh = -3
- Fh CTSL1 inh = 6
- Efflux pump mplx = 0.3
4. CCC(C)c1ccccc1OCCOCCN1CCCC1 (configuration not stated)
- TPT1 inh = -3
- PP1 inh = 0
- PREPL inh = -16
- LYPLA2 inh = -1
- PP5 inh = 1.9
- core dimer inh = 3
- GASC-1 inh = 3
- Fh CTSL1 inh = -4
- Efflux pump mplx = -0.1
5. O=C(CNS(=O)(=O)c1ccc(F)cc1)Nc1ccccc1
- TPT1 inh = -2
- PP1 inh = 2
- PREPL inh = -5
- LYPLA2 inh = -1
- PP5 inh = 1.0
- core dimer inh = 7
- GASC-1 inh = 5
- Fh CTSL1 inh = 0
- Efflux pump mplx = 0.1

(cont.)
no.	SMILES	TPT1 inh	PP1 inh	PREPL inh	LYPLA2 inh	PP5 inh	core dimer inh	GASC-1 inh	Fh CTSL1 inh	Efflux pump mplx
13	Cc1cccc(-c2ocnc2C(=O)Nc2ccccc2C(=O)N2CCCC2)c1	-1	3	31	0	0.8	8	-2	-2	0.6
14	O=C1CCc2nc3ccccc3c(=O)n2N1	-1	-3	12	7	2.0	-5	-4	3	-0.1
15	O=C(Cc1ccccc1F)Nc1ccc(Cl)nc1	-5	-3	14	3	-1.2	0	3	0	-0.1
16	Cc1c(Cc2ccccc2)c(=O)n2c([nH]c3ccccc32)c1C#N	1	3	13	1	4.7	-11	0	-2	0.0
17	COc1ccc(CCNC(=O)CSc2ccccn2)cc1OC	0	-5	3	5	0.4	-2	-4	-4	0.3
18	CCC(C(=O)NCC1CCCO1)N(C(=O)c1snc(C(N)=O)c1N)c1ccc(Cl)cc1 (configuration not stated)	0	2	4	1	2.1	-2	-23	-3	1.9
19	Fc1ccccc1/C=N/Nc1nc(N2CCCCC2)nc(N2CCCCC2)n1	-1	-1	4	2	-1.2	4	15	10	0.0
20	CCSc1nnc(-c2ccccc2SC)o1	2	-4	3	-2	-0.7	9	-25	0	0.2
21	CCN(CC)c1ccc(/C=N/NC(=O)Cc2cccs2)cc1	-1	-2	7	4	0.6	-4	-3	7	-0.1
22	Cc1ccc(-n2c(C)n[nH]c2=S)cc1	-2	0	-4	-5	-1.5	-2	14	-6	0.0
23	CCOc1ccc(C(=O)OCC(=O)N2CCOCC2)cc1OCC	0	0	12	-3	1.2	8	-15	-2	-0.4
24	CCOC(=O)c1c(C)[nH]c(C)c1S(=O)(=O)N1CCC(c2ccccc2)C1 (configuration not stated)	-1	-8	7	9	-1.1	3	-3	-1	0.0
25	O=C(CCC(=O)Nc1cccnc1)Nc1cccnc1	1	2	1	4	3.8	4	-16	0	0.0
26	COCCCn1c(N)c(-c2nc3ccccc3n2C)c2nc3ccccc3nc21	46*	3	32	2	3.8	-7	12	-4	0.0
27	O=C(Cn1cnc2ccccc2c1=O)c1ccccc1	-1	-2	-3	8	1.1	0	1	3	0.1
28	Cc1ccc(/C=C/C(=O)NCc2ccco2)o1	-1	-2	-4	-4	-1.5	5	2	12	1.6
29	Clc1ccc(Cn2ccc(-c3ccc4c(c3)OCO4)n2)cc1Cl	1	3	1	-9	2.4	-2	-3	2	-0.1
30	O=C(Nc1ccccc1N1CCCC1)c1ccco1	-2	2	10	7	1.6	-2	-1	0	0.1
31	COC(=O)c1ccc(Cl)c(NC(=O)CN(c2ccc(OC)c(OC)c2)S(C)(=O)=O)c1	-1	0	13	2	-0.2	0	3	0	-0.2
32	Cc1ccc(-n2nnnc2SCCNS(=O)(=O)c2ccccc2)cc1C	-1	0	-4	1	4.3	4	3	2	0.0
33	O=C1NN(c2ccccc2)C(=O)/C1=C\c1coc2ccc(O)cc2c1=O	-3	8	17	1	0.4	3	-6	7	0.0
34	COc1cc(S(=O)(=O)N2CCOCC2)cc(C(=O)OCC(=O)NCc2ccco2)c1OC	.	0	11	9	0.4	.	8	.	0.1
35	COc1ccc(Nc2nnc(SCC(=O)/C=C3/N(C)c4ccccc4C3(C)C)s2)cc1	1	6	10	-19	5.9	10	-14	1	0.1
36	COc1ccc(NC(=O)CSc2nc(N)c(NC(=O)c3ccccc3F)c(=O)[nH]2)cc1	1	-1	-1	1	4.2	1	12	0	-0.1
37	CCOc1ccc2nc(SCC)[nH]c2c1	-3	-3	-3	2	1.2	-9	6	-1	0.0
38	Nc1ccc2oc3ncccc3c(=O)c2c1	-3	-2	1	-2	1.4	-6	-3	5	-0.5
39	Cc1cc(NC(=O)CSc2nnc3c(C)cc4cc(C)c(C)cc4n23)no1	-4	-4	6	7	-1.1	1	22	-2	0.1
40	Cc1cc2occ(CC(=O)Nc3nnc(C4CC4)s3)c2cc1C	-2	-4	-8	5	0.5	8	-3	0	0.0
41	COc1ccc(CCC(=O)N2CCN(c3cccc(C)c3C)CC2)cc1	-1	-1	1	1	1.0	5	14	1	0.1
42	CCOC(=O)c1c(N)sc(C(=O)N2CCCC2)c1C	-4	0	3	8	-2.1	2	-12	-2	0.0
43	CCN(Cc1ccccc1)C(=O)c1c[nH]c2ccc(S(=O)(=O)N(C)CCC#N)cc2c1=O	1	0	0	2	1.8	-2	-5	0	-0.3
44	CCOC(=O)CC(N)c1ccc(OC)cc1 (configuration not stated)	-1	-5	-5	-1	0.0	1	-4	-3	0.1
45	CC(C)Oc1ccc(/C=N/NC(=O)C(CSCc2ccccc2)NC(=O)c2ccc([N+](=O)[O-])cc2)cc1 (configuration not stated)	4	9	3	-28	5.7	39	25	2	0.4
46	CCOC(=O)c1ccc(NC(=O)c2nccnc2C(=O)O)cc1	-1	3	-2	-4	0.8	-8	16	-1	-0.2
47	Cc1ccccc1NC(=S)NNC(=O)c1ccncc1	2	-2	5	2	2.2	-8	9	1	0.3
48	O=C(O)CC1(CC(=O)Nc2ccc(Oc3cccc(C(F)(F)F)c3)nc2)CCCC1	-1	-1	-3	-2	-1.4	0	-3	1	0.0

3 of the entries above in order of their number in TPT1 inh, low to high:
entry	structure	TPT1 inh
48	O=C(O)CC1(CC(=O)Nc2ccc(Oc3cccc(C(F)(F)F)c3)nc2)CCCC1	-1
47	Cc1ccccc1NC(=S)NNC(=O)c1ccncc1	2
45	CC(C)Oc1ccc(/C=N/NC(=O)C(CSCc2ccccc2)NC(=O)c2ccc([N+](=O)[O-])cc2)cc1 (configuration not stated)	4

(continued)
no.	SMILES	TPT1 inh	PP1 inh	PREPL inh	LYPLA2 inh	PP5 inh	core dimer inh	GASC-1 inh	Fh CTSL1 inh	Efflux pump mplx
49	C[C@@H]1CN(Cc2nc(-c3cnccn3)no2)C[C@H](C)O1	1	-2	2	7	0.6	0	28	1	0.1
50	COc1ccc(C(=O)OCC(=O)NC2CCCC2)cc1OC	1	0	7	1	1.0	-1	-1	-4	0.0
51	CCN(CC)C(=O)c1sc(NC(=O)c2ccc3c(c2)OCO3)c(C(N)=O)c1C	-1	-3	11	-3	3.1	4	10	-5	0.4
52	CN1CCN(c2ccc(NC(=O)c3ccc4ccccc4c3)cc2)CC1	-1	-3	23	-2	-5.6	-6	5	-1	0.3
53	Cc1c(NC(=O)C(C)Sc2nccn2C)c(=O)n(-c2ccccc2)n1C (configuration not stated)	.	-9	14	8	0.0	.	4	.	-0.3
54	Cc1ccc(S[C@@H](CCN2CC[C@H](C(C)(C)C)CCC2=O)c2ccccc2)cc1	3	-2	-5	-7	2.9	3	0	3	0.1
55	CN(C)C1(CNC(=O)C2CCN(S(=O)(=O)c3cc(Cl)ccc3Cl)CC2)CCCCC1	-2	-2	-51	-3	1.8	-2	3	-1	0.1

Compound activity from PubChem BioAssay.

Not all compounds are listed. The share of hits here may be higher or lower than overall.
